Source: PubChem
Y pestis TopoI – Y. pestis Topo-I inhibition via cleavage products; Y. pestis Topo-I cleavage product accumulation, plate reader; activity, % at 10 µM; hit rate 0.064% among 360,000; AID 504884; in the data active = activity above about 50%, passing the limit was not always enough; also: inactives centre near 2
Rv3671c protease – Rv3671c (M. tuberculosis) protease inhibition; P9WHR9; inhibition, % at 5.96 µM; hit rate 0.048% among 320,000; AID 2606; in the data active = inhibition above about 38%;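 also: extracellular domain of Rv3671c used as enzyme; 0% = enzyme with DMSO and 100% = no enzyme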
Target sequence (P9WHR9 whole entry, looked up, the tested form may be a part): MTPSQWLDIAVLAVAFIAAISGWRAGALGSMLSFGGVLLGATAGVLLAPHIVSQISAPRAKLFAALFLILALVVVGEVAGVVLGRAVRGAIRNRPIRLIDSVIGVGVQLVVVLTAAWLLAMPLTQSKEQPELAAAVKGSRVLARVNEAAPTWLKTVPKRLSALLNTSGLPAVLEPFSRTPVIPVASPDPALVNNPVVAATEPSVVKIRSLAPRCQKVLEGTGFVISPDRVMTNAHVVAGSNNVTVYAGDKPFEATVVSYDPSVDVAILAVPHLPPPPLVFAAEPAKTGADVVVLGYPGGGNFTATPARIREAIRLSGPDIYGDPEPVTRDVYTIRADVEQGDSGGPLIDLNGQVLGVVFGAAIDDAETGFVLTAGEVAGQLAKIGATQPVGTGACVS
TcdB GH inh – inhibitors of Clostridioides difficile toxin B glycohydrolase; AID 652162; hit rate 0.24% among 350,000; TcdB glycohydrolase enzymatic assay, plate reader; P18177; inhibition, % at 9.99 µM; in the data active = inhibition above about 10%
PrPC surface inh – cell surface PrPC inhibition, primary TR-FRET screen. inhibition, % at 13.8 µM. hit rate 0.43% among 370,000. TR-FRET read-out. P04156. AID 720596; in the data active = inhibition above about 24%; also: 0% = median of the test wells and 100% = reference compound wells
CCHFV vOTU inh – blocks the CCHF virus ovarian tumor domain protease | inhibition, % at 11.5 µM | CCHFV vOTU protease, Pep-AMC fluorescence | hit rate 0.55% among 370,000; in the data active = inhibition above about 30%; also: 0% = vehicle wells with enzyme and 100% = no enzyme wells
MazEF act – activators of E. coli MazEF toxin-antitoxin RNase; AID 504720; FAM/BHQ RNA-DNA oligo cleavage fluorescence, 5 h; activation, % at 20 µM; P0AE70; hit rate 0.32% among 350,000; in the data active = activation above about 50%
Target sequence (P0AE70 whole entry, looked up): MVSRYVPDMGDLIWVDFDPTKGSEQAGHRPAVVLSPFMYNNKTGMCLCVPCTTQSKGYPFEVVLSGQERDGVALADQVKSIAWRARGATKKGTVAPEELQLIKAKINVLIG
SSB-PriA inh – inhibitors of Klebsiella pneumoniae PriA binding to SSB C-terminal tail; hit rate 0.6% among 430,000; inhibition, % at 33 µM; AlphaScreen SSBct-PriA binding, biotinylated peptide; in the data active = inhibition mostly above about 37%, no sharp cut-off; inactive = mostly below about 20%;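 also: plate controls were negative control peptide for no effect and reference peptide for full effect; strong numbers were not always called active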
BH1578 lux ind – quorum light induction in luxS cqsA deficient V. cholerae. V. cholerae BH1578 lux reporter, luminescence, 6 h. activation, % at 18.7 µM. hit rate 0.16% among 350,000; in the data active = activation mostly above about 9.7%, no sharp cut-off; also: not every result past the cut was called active; inactives centre near 0; reference of the scale not given here
DUSP3 inh – DUSP3 (human) phosphatase inhibition | hit rate 0.52% among 290,000 | AID 1654 | recombinant VHR phosphatase, pNPP absorbance | inhibition, % at 13.3 µM | P51452; in the data active = inhibition above about 50%; also: some compounds called inactive have numbers as strong as hits
Target sequence (P51452 whole entry, looked up): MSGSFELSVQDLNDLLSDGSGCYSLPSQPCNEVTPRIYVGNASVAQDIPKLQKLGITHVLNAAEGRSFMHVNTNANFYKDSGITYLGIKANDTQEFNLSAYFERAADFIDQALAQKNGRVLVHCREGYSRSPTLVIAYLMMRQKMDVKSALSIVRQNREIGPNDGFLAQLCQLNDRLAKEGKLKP
SARS 3CLpro inh – SARS-CoV 3CLpro protease inhibition | recombinant SARS-CoV 3CLpro, quenched FRET peptide cleavage | inhibition, % at 6 µM | hit rate 0.14% among 290,000; in the data active = inhibition above about 12%
An asterisk follows results filed as active; i = inactive; · = no result given; & = joins results of further samples. Only part of the results is shown; count on the stated rates, not on these rows.

SMILES	Y pestis TopoI	Rv3671c protease	TcdB GH inh	PrPC surface inh	CCHFV vOTU inh	MazEF act	SSB-PriA inh	BH1578 lux ind	DUSP3 inh	SARS 3CLpro inh
N#C/C(=C\c1ccc(-c2ccc([N+](=O)[O-])cc2)o1)C(=O)Nc1nc(-c2cccs2)cs1	-5	-10	1.5	-6	-2	-22	10	-0.6	-8	-4
COc1cccc(Nc2nc(-c3sc(NC(=O)CC(C)C)nc3C)cs2)c1	-13	18	1.6	-2	12	3	4	-0.4	30	-1
Cc1ccc(SCc2cc(=O)[nH]c(N3CCN(Cc4ccccc4)CC3)n2)cc1	-3	6	·	-6	2	0	-9	-0.4	4	6
CCC1(CC)NC(=O)N(CC(=O)OCC(=O)c2ccccc2OC)C1=O	-2	-14	2.7	7	3	-3	-16	i	·	·
Cc1ccc(Oc2ccc(NC(=O)c3ccco3)cc2)cc1	0	-5	·	-6	6	-6	-18	i	19	0
CC(C)C[C@H](NC(=O)c1nc[nH]c1C(=O)N[C@@H](CC(C)C)C(=O)OCc1ccccc1)C(=O)OCc1ccccc1	-3	-28	0.1	-3	20	-1	0	1.2	9	9
CCCc1nnc(NC(=O)CCC(=O)NC2CC2)s1	-3	-6	0.8	-2	6	-8	-2	-0.4	7	-3
CCC1(CCCC(=O)c2ccc(F)cc2)C(=O)NC(=S)NC1=O	-1	0	0.7	1	5	4	-9	i	4	1
Nc1nn2cc(-c3ccccc3)nc2c2ccccc12	4	0	2.3	-12	-212	4	14	-0.3	-11	3
N#C/C(=C\c1ccc([N+](=O)[O-])cc1)C(=O)Nc1ccccc1O	-12	-1	2.2	1	6	-3	-3	-0.3	-2	0
CCCc1cc(=O)[nH]c(SCCc2ccccc2)n1	2	1	2.2	-6	-2	2	3	-0.6	9	5
O=C(CC1CCCC1)NNC(=O)c1ccc(F)cc1	0	-2	2.0	-5	-1	6	-3	i	·	·
CCOc1ccccc1-n1c(SCC(=O)N(CC)CC)nnc1-c1ccccn1	2	5	·	-3	14	0	-10	·	19	3
COc1cc(O)c2c(=O)c3c(OC)c(O)ccc3oc2c1	-1	-7	1.3	11	0	4	3	-3.7	16	-2
Cc1ccc(NC(=O)CCC(=O)N/N=C/C=C/c2ccccc2)cc1	-4	-3	1.5	-5	-10	-12	·	-0.4	7	5
COc1ccc(CNC(=O)C2CCN(S(=O)(=O)c3ccc(SC)cc3)CC2)cc1	31	4	1.3	5	23	7	-9	-0.5	-43	4
O=C(CSc1nnc2ccccn12)Nc1ccc2c(c1)OCCO2	3	-3	-0.9	2	-9	-1	-6	-0.2	20	-4
Cc1ccc(Cl)cc1NS(=O)(=O)c1cn(C)nc1C	7	5	0.6	-3	0	6	-1	-0.3	18	-1
CCOc1ccc(N2C(=O)CC(/C=C3/N(C)c4ccccc4C3(C)C)C2=O)cc1 (stereo not given)	-4	-10	-2.4	4	7	-2	-2&14	-0.3	25	3
COc1ccc(CCC(=O)NNC(=O)Nc2ccc(C(C)=O)cc2)cc1	-17	-4	0.8	2	0	3	-10	i	11	-9
Cc1sc2nc(COC(=O)c3cccc(OC(F)F)c3)[nH]c(=O)c2c1C	15	-7	-0.2	-6	1	4	-9	-0.5	-13	-1
O=C(O)COc1ccc2c(c1)O/C(=C\c1ccco1)C2=O	-7	-2	-1.2	-3	-3	-4	0	i	-13	4
CC(=O)OC1CC2(O)C3CCC4CC(O)CCC4(C)C3CCC2(C)C1C1=CC(=O)OC1 (stereo not given)	0	·	0.1	3	-5	9	0	i	·	·
CC1CCCCN1CCCNC(=O)c1c(O)nc2ccccn2c1=O (stereo not given)	-3	2	0.7	1	-17	6	-6	5.9	11	-2
COCCNC(=O)C(NC(=O)C1CCCCC1)C(C)C (stereo not given)	-2	-10	1.4	-3	3	-3	-6	i	29	-2
Cc1ccc(NC(=O)COC(=O)CNC(=O)c2ccc3ccccc3c2)c([N+](=O)[O-])c1	15	-15	1.5	-16	-10	-9	21	i	-6	-1
O=C(O)c1ccc(NS(=O)(=O)c2cc(Cl)ccc2Cl)cc1	-1	0	·	-29	3	4	-4	-0.4	2	4
CC(=O)c1cccc(Oc2cc(NN3CCCCC3)c([N+](=O)[O-])cc2[N+](=O)[O-])c1	11	-8	1.2	-11	5	1	45*	-0.4	24	-2
Cc1nn(C)c(C)c1S(=O)(=O)NC1CCCC1	3	6	·	10	3	1	-20	i	21	-1
CSc1ccccc1NC(=O)CN(C)C(=O)c1ccc2c(c1)OCCO2	3	-11	1.8	-5	2	6	-2	-0.4	1	1
CCNc1cc(N2CCN(C)CC2)ccc1[N+](=O)[O-]	-7	-1	1.4	-25	4	-4	5	-0.3	7	-5
COc1c(OC(C)=O)c(=O)n2c3ccccc3c3ccnc1c32	-2	9	-1.4	-5	-3	-7	-2	-0.3	·	·
CCOC(=O)Cn1nc(C)n(-c2ccc(Cl)cc2)c1=O	0	7	1.0	-5	-15	0	1	0.3	1	-2
COc1ccc(CNC(=O)CC23CC4CC(CC(C4)C2)C3)cc1OC	4	5	-1.5	3	-5	6	1	-3.6	6	5
Cc1ccc(-c2ncccc2OC(=O)C23CC4CC(CC(C4)C2)C3)cc1	-7	-2	·	-3	-10	-3	-9	i	26	4
Cc1ccc(-n2c(=O)c(C#N)cc3c(=O)n4ccccc4nc32)cc1C	-4	6	·	-1	-28	7	-8	-5.3	6	0
Cc1cccc2c1CC(C)(C)N/C2=C\C(N)=O	1	-1	·	6	2	7	4	0.9	2	2
CCOC(=O)N1CCN(C(=O)c2cn(C)c3ccc(S(=O)(=O)N(C)C4CCCCC4)cc3c2=O)CC1	-4	-12	0.6	0	-12	5	2	i	2	3
CS(=O)(=O)c1ccc(Nc2nc(C(N)COCc3ccccc3)cs2)cc1 (stereo not given)	-2	·	0.5	-2	3	·	·	i	·	·
Cc1ccc(-c2nnc(-c3ccc4ccccc4c3)o2)cc1	21	·	1.5	-1	4	-4	5	·	·	·
Cc1ccc(NC(=O)C2CCN(S(=O)(=O)c3ccc(Cl)c(C(F)(F)F)c3)CC2)nc1	0	-3	-1.4	2	7	1	3	i	·	·
CCOc1ccc(-n2c(C)nc3cc(C(=O)NCc4ccc5c(c4)OCO5)ccc32)cc1	17	-4	-0.4	-1	11	-4	-1	-0.3	4	1
CCc1nc(NCc2ccccc2)c(C#N)c2c1CCCC2	19	-3	0.8	-4	-2	-2	-16	i	-18	-7
COc1cccc([C@@H]2CC=C(C(=O)O)[C@H](c3ccccc3F)N2S(=O)(=O)c2ccc(C)cc2)c1	2	-1	1.9	11	6	2	-14	-0.4	·	·
O=C(NCCN1CCN(c2ccccc2)CC1)Nc1ccccc1Br	7	·	1.5	-3	-3	14	6	-0.8	5	-3
CCOC(=O)C(C)n1cnc2c(nnn2Cc2ccc(C)cc2)c1=O (stereo not given)	4	2	·	0	-5	-16	-17	-2.2	6	1
COc1ccc(Nc2nc(N)nc(CSc3nc(C)cc(C)n3)n2)cc1	-3	2	3.6	3	2	-7	-6	-0.3	30	-9
O=S(=O)(NCC(c1ccco1)N1CCCCC1)c1cccc(C(F)(F)F)c1 (stereo not given)	13	-1	0.5	-3	24	4	-12	i	·	·
O=C(CCC(=O)Nc1ccccc1)NNC(=O)c1ccccc1Cl	4	0	0.6	0	0	-6	3	-0.7	7	-1
COCCOC(=O)c1c(C)nc(SCC(=O)Nc2ccc(C)cc2)c(C#N)c1-c1ccco1	39	-14	·	-2	8	1	-14	0.3	11	-3
Cc1onc(-c2ccccc2Cl)c1C(=O)NCc1nc(-c2ccc(C(F)(F)F)cc2)no1	7	-7	1.8	9	15	5	-14	-0.6	20	-4
CCOc1cc(Br)ccc1S(=O)(=O)NCc1ccccc1	21	0	0.8	·	·	1	-9	-12	2	-2
CCCCc1ccc(S(=O)(=O)NC(=O)C2(C)CCN2C(=O)C/C=C/c2ccccc2)cc1 (stereo not given)	21	·	-1.0	0	17	·	·	i	·	·
CCOC(=O)COc1ccc(Br)cc1/C=C\c1[nH]c(=O)[nH]c(=O)c1[N+](=O)[O-]	3	-1	0.6	-7	24	-4	-8	-0.4	-7	-6
CCOc1ccc(C(=O)COc2ccc(NC(C)=O)cc2)cc1	-8	4	·	6	2	-5	0	i	-6	4
COc1ccc(-c2cc3nc(C)c(CCC(=O)NCc4ccc(F)cc4)c(C)n3n2)c(OC)c1	5	-6	-0.4	-6	-7	6	-2	-0.2	37	4
COc1ccc(-c2sc3cc4c(cc3c2C#Cc2cncn2C)OCO4)cc1	2	-4	0.5	-5	9	-3	-6	-2.1	·	·
CN(C(=O)COc1ccc([N+](=O)[O-])cc1)C1CCS(=O)(=O)C1 (stereo not given)	-7	0	1.3	-15	-1	6	-18	-0.2	8	1
CCCSc1nc(N2CCOCC2)c2c(c1C#N)CC(C)(C)SC2	20	-4	·	-3	1	2	-4	i	15	-2
COc1ccc(CC(=O)NNC(=O)CCC(=O)Nc2cc(C)ccc2C)cc1	-1	8	0.7	8	9	3	-6	-0.4	17	6
Cc1ccc(NCC(=O)N/N=C/c2cccn2C)cc1	-8	-1	-1.4	2	1	8	i	i	37	4
CCn1cc(C(=O)NCc2ccc(C)cc2)c(=O)c2cc(S(=O)(=O)N(C)C)ccc21	3	2	0.3	0	3	-1	-21	-0.2	·	1

Six entries out of the list, ordered by molar mass, lowest first:
SMILES	Y pestis TopoI	Rv3671c protease	TcdB GH inh	PrPC surface inh	CCHFV vOTU inh	MazEF act	SSB-PriA inh	BH1578 lux ind	DUSP3 inh	SARS 3CLpro inh
Cc1ccc(NCC(=O)N/N=C/c2cccn2C)cc1	-8	-1	-1.4	2	1	8	i	i	37	4
CN(C(=O)COc1ccc([N+](=O)[O-])cc1)C1CCS(=O)(=O)C1 (stereo not given)	-7	0	1.3	-15	-1	6	-18	-0.2	8	1
CCOc1cc(Br)ccc1S(=O)(=O)NCc1ccccc1	21	0	0.8	·	·	1	-9	-12	2	-2
CCn1cc(C(=O)NCc2ccc(C)cc2)c(=O)c2cc(S(=O)(=O)N(C)C)ccc21	3	2	0.3	0	3	-1	-21	-0.2	·	1
CCOC(=O)COc1ccc(Br)cc1/C=C\c1[nH]c(=O)[nH]c(=O)c1[N+](=O)[O-]	3	-1	0.6	-7	24	-4	-8	-0.4	-7	-6
Cc1onc(-c2ccccc2Cl)c1C(=O)NCc1nc(-c2ccc(C(F)(F)F)cc2)no1	7	-7	1.8	9	15	5	-14	-0.6	20	-4
